High-throughput results: PubChem BioAssay, Center for Chemical Genomics, University of Michigan
Dicer inh = inhibitors of human Dicer processing of pre-microRNA. cat-ELCCA pre-miR-21 Dicer processing, chemiluminescence; active compounds read high. z-score at 25 µM. 47,000 compounds, 6% hits. AID 1347074; in the data active means z-score above about 3, passing the limit was not always enough;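 further: plate controls were vehicle for no effect and no enzyme for full effect; higher signal means more uncleaved substrate so more Dicer inhibition; strong numbers were not always called active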
Numbers without * were called inactive; & = joins results of further samples. The list is partial. The share of hits here may be higher or lower than overall.

SMILES	Dicer inh
CCOC(=O)N1CCc2c(sc3nc[nH]c(=O)c23)C1	0.11
COc1ccc2nc(SCC(=O)c3c(C)[nH]c4ccccc34)nc(C)c2c1	-0.8
Cc1nnc(NC(=O)CSc2nc3ccccc3o2)s1	1.31
Fc1ccc(CN2CCN(Cc3ccc4ccccc4c3)CC2)cc1	-0.46
OC[C@H]1O[C@@H](Oc2ccccc2)[C@H](O)[C@@H](O)[C@@H]1O	1.69
Cc1nnc(SCC(=O)n2c3c(c4ccccc42)CCCC3)s1	2.35
CCC1=C/C(=C/N(C)c2ccccc2)C(=O)S1	-0.69
O=C(Nc1ccc(Cl)cc1)N1CCN(c2ccccn2)CC1	1.86
CCOC(=O)c1c(S(=O)(=O)N2CCOCC2)c(C)n(-c2ccccc2)c1C	-0.31
CNC1(C)C2CCC(C2)C1(C)C (configuration not stated)	0.33
Cc1nn(C)c2ncc3c(=O)n(Cc4ccc(Cl)cc4)n(C)c3c12	-0.09
CCS(=O)(=O)c1ccc(O)c(NC(=O)Nc2c(Br)cc(C(C)C)cc2Br)c1	5.47
CC(=O)Cn1cnc2c(nnn2Cc2ccccc2Cl)c1=O	-1.17
CC1(C)C2CC[C@](C)(C2)C1NC(=O)c1ccc(Cl)cc1Cl (some centres not stated)	2.14
O=C(Nc1cccnc1)c1ccc2c(c1)OCO2	1.4
C=CCn1c(=S)[nH]c2sc3c(c2c1=O)CCN(C(=O)OCC)C3	-1.34
C[C@@H](c1ncncc1F)[C@](O)(Cn1cncn1)c1ccc(F)cc1F	0.57
O=c1cc(O)c2c(=O)n(-c3ccccc3)c(-c3ccccc3)cc2o1	0.34
Cc1noc(-c2ccccc2)c1NC(=O)N1CCN(C(c2ccccc2)c2ccccc2)CC1	1.39
Cc1cc(C)c2nc(-c3ccc(C(F)(F)F)cc3)oc(=O)c2c1	-1.29
COc1cc(/C=N/Nc2nc3c(c(=O)n(C)c(=O)n3C)n2Cc2ccc(Br)cc2)cc(OC)c1OC	0.39
CCOC(=O)c1n[nH]n2c1nc(=S)c1ccccc12	-2.18
COC(=O)c1cc(S(=O)(=O)N(C)Cc2ccccc2)oc1C	0.15
Nc1cccc(S(=O)(=O)c2cccc(N)c2)c1	2.13
CCCCN1Cc2c(n(CC(=O)c3cc(-c4ccccc4)no3)c3cc(-c4ccccc4)nn3c2=O)C1=O	1.02

(next part)
SMILES	Dicer inh
CN(C)C=Nc1cc(Cl)c(-n2cccc2)cc1Cl	-2.49
CCOC(=O)/C(=C(/C)N)C1CC(=O)N(c2ccccc2)C1=O (configuration not stated)	0.57
O=S(=O)(c1cccc2c(I)cccc12)N1CCCNCC1	-0.28
S=c1[nH]nc(-c2ccncc2)n1/N=C/c1cccnc1	-0.04
COC(=O)c1cc2cc(Br)ccc2s1	-1.08
O=c1[nH]c(SCc2ccccc2)nnc1-c1ccccc1	0.5
CCOC(=O)C(NC(=O)Cc1ccccc1)(Nc1cccc(C(F)(F)F)c1)C(F)(F)F (configuration not stated)	0.89
CCCN1C(=O)C2(/C(=C(/O)c3ccc(Cl)cc3)C(=O)C(=O)N2CCCOC)c2ccccc21 (configuration not stated)	-0.15
CC1CCCCC1N1CN=C(Nc2nc3ccccc3s2)NC1 (configuration not stated)	3.77*
O=C1CSC(=Nc2cc(Cl)cc(Cl)c2)N1Cc1cccs1	1.01
O=c1c(NC2CCCCC2)c(NC2CCCCC2)c1=O	5.91*
CC(=O)N[C@@H](CCCCNC(=O)OCc1ccccc1)C(=O)O	0.41
O=S(=O)(c1cc(Br)c(Br)s1)N1CCCC1	3.14*
Cc1ccc(N2OC3C(=O)NC(=O)C3C2c2ccc(Cl)cc2)cc1 (configuration not stated)	0.62
CCOC(=O)C1(c2csc(N)n2)COC(=O)C1 (configuration not stated)	-0.8
Cc1ccc2nc3c(cc2c1)c(=O)oc1ccccc13	-0.68
COC(=O)Nc1ccc(S(=O)(=O)N2CCCc3ccccc32)cc1	0.04
CC(C)n1c(CN2CCN(C(=O)c3ccco3)CC2)nc2c1c(=O)n(C)c(=O)n2C	1.47
CCN(CC)CCNC(=O)c1c(C)[nH]c(/C=C2\C(=O)Nc3ccc(F)cc32)c1C	-0.98
CCc1nc(-c2ccc(-c3ccccc3)nc2OC)no1	0.85
CCN(CC)C(=O)Cn1cc(C(=O)c2cccs2)c2ccccc21	1.04
COCSc1ccc(C(=O)OCC(=O)c2ccc(Br)cc2)cc1	-0.3
CN(C)S(=O)(=O)c1cc(C(=O)O)c(N2CCOCC2)cc1Cl	2.86
CCCCC(=O)N1c2ccccc2NC2=C(C(=O)CCC2)C1c1ccco1 (configuration not stated)	-0.96
Cn1c2c(c(=O)n(C)c1=O)C(c1ccc(OCc3ccccc3)cc1)C1=C(N2)c2ccccc2C1=O (configuration not stated)	1.94

(listing goes on)
SMILES	Dicer inh
Cc1nn(C)c(NC(=O)c2ccc(Cl)cc2Cl)c1Br	-2.13
CCOC(=O)c1c[nH]c2c(C)cc(C)cc2c1=O	-0.88
Cc1cc(=O)oc2c1c(-c1ccccc1)nn2-c1ccccc1	-1.27
CCOC(=O)c1c(NC(=O)c2cc3ccccc3c(=O)o2)sc2c1CCC(C)C2 (configuration not stated)	-1.15
CCOC(=O)CSc1nnc(OCC)n1-c1ccccc1	-0.69
COc1ccc(Cl)cc1N1CC(O)=C(c2nc3ccccc3s2)C1=N	-1.56
CC1(C)CC(=O)C2=C(C1)Nc1ccccc1NC2c1cccc(Cl)c1 (configuration not stated)	-0.16
CCOC(=O)NC(=O)c1cn(Cc2ccccn2)c(=O)[nH]c1=O	1.1
Cc1cc(-n2nc(-c3cccc(C(F)(F)F)c3)cc2N)nc2c1c(C)nn2C	-2.79
CCOC(=O)c1cnc(-c2ccc(Cl)cc2)nc1-c1ccccc1	-0.04
Cc1nnc(SCC#CCO)s1	12.2
O=C(O)CSc1nnc(-c2cccc(F)c2)o1	-1.3
N#CC1=C(N)Oc2n[nH]c(-c3ccccc3)c2C12C(=O)Nc1ccccc12 (configuration not stated)	-0.54
Cc1nn2c3c(cnc2c1-c1ccc(Cl)cc1)C(=O)CC(c1ccco1)C3 (configuration not stated)	-0.53
S=c1[nH]nc(Cc2ccccc2)n1-c1ccc(Cl)cc1	-0.95
CSCC(CSC)OC(=O)Nc1ccccc1	0.67
c1ccc(-c2oc3ncn4nc(-c5ccccn5)nc4c3c2-c2ccccc2)cc1	-0.36
COc1ccc(NC(=O)c2ccccc2Sc2ccccc2COC(C)=O)cc1	0.27
O=C(Oc1ccc(Cl)cc1)c1snnc1-c1ccccc1	0.23
Cc1cc(=O)[nH]c(-c2cccc(Cl)c2)n1	1.22
NC(=S)Nc1ccccc1N1CCOCC1	-1.13
S=C(NCCCNC1CCCCC1)Nc1cc(Cl)ccc1Cl	-1.21
Cc1cc(C(=O)NNc2ccc(C(C)C)cc2)n(C(C)(C)C)n1	0.5
CCN(CC)c1ccc(C(Nc2ccccn2)c2ccc3cccnc3c2O)cc1 (configuration not stated)	2.79
CSc1nc(-c2ccccc2)nc(Nc2ccc(Cl)cc2Cl)c1C#N	-1.05

Other results follow.
SMILES	Dicer inh
O=C1C(CCS(=O)c2ccccc2)C(=O)N(c2ccccc2)N1c1ccccc1 (configuration not stated)	-0.15
Cc1c(C(=O)Nc2ccc(Cl)cc2)cc(C(C)(C)C)n1-c1ccccc1	0.34
COC(=O)c1c(NC(=O)C2Cc3ccc(C)cc3C(=O)O2)sc2c1CCC2 (configuration not stated)	-0.87
COc1ccccc1C1Nc2ccc(C)cc2-c2cc(C)nn21 (configuration not stated)	3.45*
O=C(NOC(=O)c1cccs1)c1ccco1	0.09
Oc1ccc(-c2csc(Nc3cccnc3)n2)cc1	-0.65
COC(=O)c1ccc2[nH]c3c(c2c1)CC(C)CC3 (configuration not stated)	1.43
COc1ccc2cc(C(=O)c3ccc(Cl)cc3)oc2c1	1.4
COC(=O)c1c(-c2c(Cl)cccc2Cl)noc1NC(=O)NN(C)C	1.04
Fc1ccc(NC(=S)N2CCN(c3ncnc4sccc34)CC2)c(F)c1	1.8
CNC(=O)c1ccccc1Sc1cccc2cccc(C(=O)NC)c12	-0.75
CN=C(Nc1cccc(Cl)c1)SC	1.03
COC(=O)C1=C(C)NC2=C(C(=O)CC(C)(C)C2)C1c1ccncc1 (configuration not stated)	0.37
Cc1nnsc1C(=O)NNS(=O)(=O)c1ccc(CNC(=O)c2ccccc2)s1	-0.12
Brc1ccc(Cc2cn3cc(-c4ccccc4)nc3s2)cc1	0.36
NC(N)=NC(N)=Nc1cccc(Cl)c1Cl	2.94&1.21
O=C(NCc1ccc(F)cc1)c1cc2nc(-c3cccs3)cc(C(F)(F)F)n2n1	0.63
COc1ccccc1OCCn1cc(C(=O)C(C)(C)C)c2ccccc21	0.89
Cc1cc(C)c2c3c(sc2n1)C(c1ccc(F)c(F)c1)C(C#N)=C(N)O3 (configuration not stated)	-1.19
Fc1ccc(C2NCCc3c2[nH]c2ccccc32)cc1 (configuration not stated)	-1.13
CC1=C(C(=O)OCc2ccccc2)C(c2cccc(O)c2)C2=C(CC(c3cccs3)CC2=O)N1 (configuration not stated)	1.65
COc1ccc2c(c1)c1nc3cc4ccccc4cc3nc1n2C(C)=O	-1.5
COc1ccc(Nc2ccccc2C(C)C)c(C(=O)O)c1	0.4
COC(=O)c1c(OC)cc(C)nc1C	0.91
C#CCN1C(=O)C(O)(CC(=O)c2cc(C)ccc2C)c2ccccc21 (configuration not stated)	1.08

New compounds follow:
SMILES	Dicer inh
Cc1ccc(-c2nc3cc(Cl)ccc3o2)cc1N	7.32
CCSc1ccsc1C1C(C#N)=C(N)N(c2cccnc2)C2=C1C(=O)CC(c1ccccc1)C2 (configuration not stated)	0.14
Nc1ccc(S(=O)(=O)NC(=O)c2ccccc2)cc1	-0.51
COCCN1CN=C(NS(=O)(=O)c2ccc(C)cc2)NC1	0.48
O=S(=O)(c1cccc(C(F)(F)F)c1)n1cccc1	-0.07
Cc1ccccc1Cn1cc(C)c(=O)[nH]c1=O	-1.34
CCn1c2c(c(=O)[nH]c1=O)C(c1ccc(C(C)C)cc1)C1=C(N2)c2ccccc2C1=O (configuration not stated)	1.43
C[C@]12C=CC(=O)C=C1CC[C@@H]1[C@@H]2[C@@H](O)C[C@@]2(C)[C@H]1CC[C@]2(O)C(=O)CO	0.36
C/C(=N\O)c1nnn(-c2cc(C(F)(F)F)cc(C(F)(F)F)c2)c1C	0.89
Cn1c(=O)c2c(nc(Cl)n2CC(O)CO)n(C)c1=O (configuration not stated)	0.66
CCCCCOC(=O)C1=C(C)NC2=C(C(=O)CC(C)(C)C2)C1c1ccc(OC)cc1OC (configuration not stated)	3.85
O=c1c(S(=O)(=O)c2ccccc2)c(O)cc(-c2ccccc2)n1-c1ccccc1	0.27
CCOc1ccc(C2Oc3ccc(Cl)cc3C3CC(c4ccco4)=NN32)cc1 (configuration not stated)	3.82*
CC(CCC(C)OC(=O)c1ccccc1C(=O)O)OC(=O)c1ccccc1C(=O)O (configuration not stated)	0.19
CCCOc1ccccc1C1C(C(=O)OCC)=C(C)Nc2nnnn21 (configuration not stated)	-0.59
O=C(NC1CCCC1)c1cc2c(ccc3ccccc32)o1	-0.09
COc1cc(NC(=O)Nc2ccc(Cl)cc2)c(-n2c(C)ccc2C)cc1OC	1.57
CC(=O)c1oc2nc3c(c(-c4ccc(Cl)cc4)c2c1N)CCc1ccccc1-3	2.87
CSc1cc(-c2ccc(Cl)cc2)nc(-c2ccco2)c1	-1.19
C=CCn1c(SCc2ccc(Cl)cc2)nc2sc3c(c2c1=N)CCCC3	-1.72
CC1=CC(C)(C)N(C(=O)CSc2nnc(-c3ccccc3)o2)c2ccccc21	2.52
CN(C)c1cc(NC(=O)CN2CCOCC2)c2ccccc2n1	0.33
CCOC(=O)c1sc2nc(C(C)=O)ccc2c1N	-0.96
CSc1nnc(-c2ccc(Br)s2)n1C	-1.5
O=c1c2ccccc2c(-c2ccc(Cl)cc2)nn1-c1ccccc1	0.21

New compounds follow:
SMILES	Dicer inh
Cc1cnc(NC(=O)c2ccc3c(c2)OCO3)s1	1.64
O=C(O)c1ccccc1C(=O)Nc1ccc(C(F)(F)F)cn1	-0.19
COc1ccccc1/C=C/c1nc2cc(Cl)ccc2c(=O)o1	0.09
Cc1ccnc(NC(c2ccc(N(C)C)cc2)c2ccc3ccc(C)nc3c2O)c1 (configuration not stated)	1.03
CCOc1cccc(C(Nc2ccccn2)c2ccc3ccc(C)nc3c2O)c1 (configuration not stated)	-0.34
O=C(CN1C(=O)c2cccc3cccc(c23)C1=O)N1CCOCC1	0.47

Ordered by SMILES length (rising): some entries from above.
SMILES	Dicer inh
CSc1nnc(-c2ccc(Br)s2)n1C	-1.5
CCOC(=O)c1sc2nc(C(C)=O)ccc2c1N	-0.96
Cc1cnc(NC(=O)c2ccc3c(c2)OCO3)s1	1.64
O=C(NC1CCCC1)c1cc2c(ccc3ccccc32)o1	-0.09
CSc1cc(-c2ccc(Cl)cc2)nc(-c2ccco2)c1	-1.19
Cn1c(=O)c2c(nc(Cl)n2CC(O)CO)n(C)c1=O (configuration not stated)	0.66
COc1ccccc1/C=C/c1nc2cc(Cl)ccc2c(=O)o1	0.09
O=C(O)c1ccccc1C(=O)Nc1ccc(C(F)(F)F)cn1	-0.19
CCCOc1ccccc1C1C(C(=O)OCC)=C(C)Nc2nnnn21 (configuration not stated)	-0.59
O=c1c2ccccc2c(-c2ccc(Cl)cc2)nn1-c1ccccc1	0.21
O=C(CN1C(=O)c2cccc3cccc(c23)C1=O)N1CCOCC1	0.47
CCOc1cccc(C(Nc2ccccn2)c2ccc3ccc(C)nc3c2O)c1 (configuration not stated)	-0.34
CCOc1ccc(C2Oc3ccc(Cl)cc3C3CC(c4ccco4)=NN32)cc1 (configuration not stated)	3.82*
COc1cc(NC(=O)Nc2ccc(Cl)cc2)c(-n2c(C)ccc2C)cc1OC	1.57
Cc1ccnc(NC(c2ccc(N(C)C)cc2)c2ccc3ccc(C)nc3c2O)c1 (configuration not stated)	1.03
CC1=CC(C)(C)N(C(=O)CSc2nnc(-c3ccccc3)o2)c2ccccc21	2.52
CC(CCC(C)OC(=O)c1ccccc1C(=O)O)OC(=O)c1ccccc1C(=O)O (configuration not stated)	0.19
O=c1c(S(=O)(=O)c2ccccc2)c(O)cc(-c2ccccc2)n1-c1ccccc1	0.27
CCCCCOC(=O)C1=C(C)NC2=C(C(=O)CC(C)(C)C2)C1c1ccc(OC)cc1OC (configuration not stated)	3.85
